High-throughput results: PubChem BioAssay, National Center for Advancing Translational Sciences (NCATS)
TCR activator: T cell receptor activation | Potency, µM (top dose mostly 9.22 µM), without a hit: at the top dose activation of IL-2 secretion, actives largely listed as activators | 330,000 tested, under 10 active | primary human leukocytes, anti-CD3, IL-2 HTRF, 48 h; further: % of control where 0% means no effect
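Primary human leukocytes incubated 48 hr with anti-CD3 beads plus compound, without co-stimulation. Secreted IL-2 measured by HTRF (europium cryptate/d2 anti-IL-2 pair, 320 nm excitation, 665 nm emission).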
Mito fusion yeast: inhibitors of mitochondrial division or activators of mitochondrial fusion. S. cerevisiae fusion-defective mutant growth rescue, CellTiterGlo 48 h. Potency, µM (series often up to 46.1 µM), for inactives: top-dose growth rescue (activation), usual class: activators. 320,000 compounds, 0.23% hits. AID 485298;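 further: potency means the concentration at half of the fitted maximal effect; % of control where 0% means no effect; nearly all actives have a fitted effect of over 45% in size; temperature-sensitive fusion mutants such as fzo1-1 at 37 °C on non-fermentable ethanol glycerol medium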
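Yeast fusion mutant, YPEG (non-fermentable carbon), compound, 48 h at 37C non-permissive; CellTiterGlo added, 10 min RT, luminescence read. Rescued growth = division inhibition.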
TSHR antagonist: blocks TSH signaling through the human TSH receptor; 330,000 compounds, 0.2% hits; TSHR-expressing cells, TSH-stimulated cAMP HTRF, 2 h; stronger effect = lower value; P16473; activity change, negative = inhibition, % at 11.5 µM;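 active means activity change below a set negative limit, meaning inhibition stronger than a set level, cut at about -70% in these data; inconclusive means activity change between two set negative limits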; further: on the % scale 0 is the no-effect control and ±100 the full control effect
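Freshly harvested TSHR cells receive pin-tooled compound, then EC80 TSH at 4nM final. After 2 hours at 37 deg C, antibody in lysis buffer and cAMP-d2 are added; 30 minutes at ambient temperature precede the HTRF read.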
KCNH2 WT inh: KCNH2 (human, wildtype) channel inhibition. U2OS, BacMam KCNH2, thallium flux FluxOr; stronger effect = lower value. activity change, % at 1.84 µM. Q12809. AID 720551. 340,000 compounds, 0.37% hits;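 active means maximum activity change below -70%; inconclusive means maximum activity change between -70% and -50%; inactive means maximum activity change above -50%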; further: on the % scale 0 is the no-effect control and ±100 the full control effect
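U2OS cells were transduced with wild-type KCNH2 virus (2.03 x 10^8 / mL) for 4 h at room temperature, then cultured overnight at 37 C. Thallium flux was read with FluxOr dye. Rate constants were normalized to DMSO controls.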
USP2a block: USP2a (human) protease inhibition; O75604; USP2 core, Ub-CHOP2 coupled fluorogenic reporter, 485/531; Potency, µM (highest dose often 38.3 µM), for inactives: top-dose activity change, negative = inhibition, hits mostly inhibitors; 330,000 compounds, 0.01% hits; AID 463254;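 further: potency means the concentration at half of the fitted maximal effect; plate controls were DMSO wells for no effect and full inhibition by NEM control for full effect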
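USP2 core (10nM final) preincubated 30min RT with compound in 20mM Tris-HCl pH 8.0, 2mM CaCl2, 2mM beta-mercaptoethanol, 0.05% CHAPS; 25nM Ub-CHOP2 plus 25nM reporter substrate added, fluorescence (Ex485/Em531) read after 60min.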
AT treatment: candidate therapy for ataxia-telangiectasia. Potency, µM (top dose mostly 57.5 µM), without a hit: at the highest dose activation, actives largely listed as activators. 320,000 compounds, 0.19% hits. […] A-T fibroblasts, KAP-1 phosphorylation AlphaLISA; neocarzinostatin DNA damage 30 min before lysis. AID 485349; further: potency means the concentration at half of the fitted maximal effect; % of control where 0% means no effect; nearly all actives have a fitted effect of over 45% in size
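hTERT-immortalized A-T patient fibroblasts ([…]), 500 cells/well in OPTI-MEM, 1% FBS, got compounds for 60 min, then NCS for 30 min at 37C. Lysates were then assayed for phospho-KAP-1 by AlphaLISA (anti-pKAP1 donor, anti-KAP1 acceptor beads), 6 hr at 25C.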
KCNH2 3.1 block: inhibitors of human KCNH2 3.1 potassium channel isoform; U2OS KCNH2 3.1, thallium flux FluxOr; stronger effect = lower value; activity change, % (tested at about 1.8 µM); 340,000 compounds, 0.95% hits; AID 720553;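 active means maximum activity change below -70%; inconclusive means maximum activity change from -70% to -50%; inactive means maximum activity change above -50%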;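 further: thallium influx rate constant from kinetic fluorescence after stimulation buffer; on the % scale 0 is the no-effect control and ±100 the full control effect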
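Steps: virus added to U2OS suspension (4 h, RT, dark); medium with 10% FBS added, cells plated, 37 C overnight; FluxOr/Red40 loading buffer 45 min RT; stimulation buffer, 2 min kinetic read; rate constant normalized.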
ELG1 repair inh: inhibitors of ELG1-dependent DNA repair in HEK293T cells. 330,000 compounds, 2.3% hits. Potency, µM (top dose mostly 46.1 µM), inactives show top-dose activity change, negative = inhibition, hits mostly inhibitors. AID 504467. HEK293T ELG1-luciferase reporter, luminescence, 16 h; DNA damage induced by 5-fluorouridine; further: potency means the concentration at half of the fitted maximal effect; on the % scale 0 is the no-effect control and ±100 the full control effect; nearly all actives have a fitted effect of over 55% in size
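Luminescence from the luciferase reporter, measured 30 min after ONE-Glo reagent at room temperature, was the read-out. Beforehand, 2,000 cells per well were exposed for 16 hr at 37 °C to 5-fluorouridine together with compound or vehicle.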
TRPV1 agonist: human TRPV1 agonism. Q8NER1. 320,000 compounds, 0.19% hits. TRPV1-expressing cells, Fluo-8 calcium influx, agonist mode. activation, % at 8.33 µM; in the data active means activation above about 80%; inconclusive means between about 30% and that limit; further: 0% is about no effect
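TRPV1-expressing cells were cultured overnight at 35.5C and loaded with Fluo-8 calcium dye for 40 to 90 min at room temperature. After a 10 s baseline, compound was added and calcium influx was read kinetically for 3 min (ex 480/em 520 nm).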
Eya2 inh: inhibitors of human Eya2 phosphatase activity | 330,000 compounds, 0.006% hits | recombinant Eya2, OMFP fluorescence dephosphorylation (OMFP is methylfluorescein phosphate) | AID 488837 | Potency, µM (highest dose often 76.9 µM), for inactives: top-dose activity, negative = inhibition, hits mostly inhibitors | O00167; further: potency means the concentration at half of the fitted maximal effect; on the % scale 0 is the no-effect control and ±100 the full control effect
Target sequence (O00167 whole entry, looked up): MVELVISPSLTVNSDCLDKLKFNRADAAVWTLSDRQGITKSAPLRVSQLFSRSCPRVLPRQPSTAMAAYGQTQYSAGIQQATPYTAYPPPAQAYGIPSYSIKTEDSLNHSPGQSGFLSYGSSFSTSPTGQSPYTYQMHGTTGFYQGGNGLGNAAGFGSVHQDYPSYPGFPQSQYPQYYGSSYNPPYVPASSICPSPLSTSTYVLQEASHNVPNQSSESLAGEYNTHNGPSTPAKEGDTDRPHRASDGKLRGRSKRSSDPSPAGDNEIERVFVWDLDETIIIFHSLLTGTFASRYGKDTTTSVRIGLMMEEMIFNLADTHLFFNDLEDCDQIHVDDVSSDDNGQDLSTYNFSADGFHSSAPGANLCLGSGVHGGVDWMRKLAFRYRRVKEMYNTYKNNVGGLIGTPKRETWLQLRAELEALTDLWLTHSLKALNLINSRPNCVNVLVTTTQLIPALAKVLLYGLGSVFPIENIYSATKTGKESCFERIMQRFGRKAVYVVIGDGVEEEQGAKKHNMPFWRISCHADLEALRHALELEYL
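Eya2 protein (added as 0.2 uM solution) was preincubated with compound for 10 min at ambient temperature in 50 mM HEPES pH 7.5, 50 mM NaCl, 5 uM MgCl2, 0.05% BSA, 1 mM DTT. OMFP (added at 50 uM) then reacted 10 min; fluorescence read at 485/525 nm.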
An asterisk follows results filed as active; ? = inconclusive; / = not tested or not shown; [ ] = remark or other dose. Unless noted, the call rests on the fitted dose curve; in most records, active means well fitted curve in the direction sought with a large enough effect; inconclusive means small, poorly fitted or top-dose-only effect, or another doubt; inactive means no such curve, though single readings can be large; an effect the other way counts as inactive or inconclusive. Not all compounds are listed; rates above refer to the full screens.

SMILES	TCR activator	Mito fusion yeast	TSHR antagonist	KCNH2 WT inh	USP2a block	AT treatment	KCNH2 3.1 block	ELG1 repair inh	TRPV1 agonist	Eya2 inh
CCN1/C(=C\c2ccc3cc(C)ccc3[n+]2CC)Sc2cc(C)c(C)cc21	9.1%	-3.4%	-14.6	-126.4*	1.6%	-6.9%	4.9	?	5.1	?
Cc1ccc(S(=O)(=O)N2CCN(Cc3cc(C(C)(C)C)ccc3O)CC2)cc1	-10.5%	-5.1%	-24.6	-1.9	-2.4%	4.7%	-7.3	-19.4%	7.0	-25.1%
CC(=O)Nc1ccc(S(=O)(=O)N(C#N)c2nc(N(C)C)nc(N(C)C)n2)cc1	/	-1.0%	-0.2	-7.7	-0.1%	?	5.8	-15.2%	-1.2	10.2%
O=C(NCc1ccco1)c1cccc(S(=O)(=O)N2CCN(Cc3ccccc3)CC2)c1	7.8%	-1.6%	14.7	-4.1	1.8%	6.8%	-33.9	-11.1%	15.8	-4.3%
CN(CC(=O)N1CC=C(c2ccccc2)CC1)S(=O)(=O)c1cnc[nH]1	0.2%	1.4%	-3.7	-2.9	-1.8%	6.5%	-1.2	-1.1%	-0.5	11.6%
O=C(OCN1C(=O)c2ccccc2C1=O)C1CCCCC1	6.7%	1.1%	4.3	3.6	1.6%	-0.3%	-0.7	3.8%	6.6	-4.8%
CC(C)c1ccc(NC2CCCN(C(=O)c3cccnc3)C2)cc1 (stereo not drawn)	5.3%	-3.9%	10.7	1.0	2.9%	7.3%	-0.5	-5.2%	?	-7.6%
Cc1cc(OC(=O)c2ccc(S(=O)(=O)N3CCOCC3)cc2)c([N+](=O)[O-])c(=O)[nH]1	0.6%	-0.4%	-5.6	2.6	2.3%	-0.8%	/	9.9%	-0.8	6.9%
COc1cccc(NC2c3ccccc3C(=O)N2Cc2ccccc2Cl)c1 (stereo not drawn)	-6.8%	4.4%	6.7	9.0	-2.4%	5.7%	-6.4	-6.3%	-1.2	7.2%
O=C(Nc1ccc2c(c1)CN(Cc1ccc(CO)o1)CC2)c1ccc(C(F)(F)F)cc1	0.8%	-4.5%	-3.6	2.5	-2.2%	-4.2%	?	19.9%	-4.5	-2.5%
COc1ccc(C(=O)Nc2ccc(C(=O)NCCc3ccc(OC)c(OC)c3)cc2)cc1	-1.0%	1.3%	4.0	5.8	0.2%	2.6%	-19.4	8.9%	-2.5	3.3%
CCNC(=S)NNC(=O)c1cc(Br)cs1	11.9%[46.1 µM]	-36.1%[inhibitor]	-3.1	-6.9	0.5%	-3.3%	2.8	0.9%	-1.7	-16.3%

The last 2 entries of the part above open the next one:
SMILES	TCR activator	Mito fusion yeast	TSHR antagonist	KCNH2 WT inh	USP2a block	AT treatment	KCNH2 3.1 block	ELG1 repair inh	TRPV1 agonist	Eya2 inh
COc1ccc(C(=O)Nc2ccc(C(=O)NCCc3ccc(OC)c(OC)c3)cc2)cc1	-1.0%	1.3%	4.0	5.8	0.2%	2.6%	-19.4	8.9%	-2.5	3.3%
CCNC(=S)NNC(=O)c1cc(Br)cs1	11.9%[46.1 µM]	-36.1%[inhibitor]	-3.1	-6.9	0.5%	-3.3%	2.8	0.9%	-1.7	-16.3%
CC1CCCCN1C(=O)CNCC1CCCO1 (stereo not drawn)	-59.1%	-3.2%	9.1	8.6	1.1%	-2.1%	-2.5	-14.2%	-0.2	3.6%
CCOC(=O)c1cc(C(C)(C)C)oc1CNC(=O)c1c(C)oc2c1CCCC2	-1.9%[46.1 µM]	10.3%	-9.3	9.8	0.4%	9.5%	4.6	?	?	-2.2%
Cc1ccc(-c2nnn(Cc3nc(N)nc(N4CCOCC4)n3)n2)cc1	4.9%	0.9%	-4.2	-1.7	-1.0%	-8.2%	-11.1	?	-0.7	-2.9%
CN1CCN(C(=S)c2ccc(-c3cccc([N+](=O)[O-])c3)o2)CC1	18.5%	2.6%	-6.9	0.5	0.5%	2.5%	-1.7	?	3.3	8.5%
COC(=O)c1ccccc1NC(=O)C12CC3CC(C1)CC(n1cnc(Cl)n1)(C3)C2	-1.1%[46.1 µM]	21.3%	-13.7	-0.8	2.4%	6.4%	-1.2	?	3.7	-5.5%
Cc1cc2nccc(-c3ccc(Cl)cc3Cl)n2n1	-3.8%	-15.1%	-5.0	-3.8	1.3%	-8.7%	19.2	?	0.8	-7.4%
Fc1cccc(Cl)c1-c1nnc2ccc(N3CCOCC3)nn12	-5.1%	1.4%	-7.4	2.0	7.5%	/	5.9	7.8%	4.8	-7.4%
O=C1CN(C(=O)COC(=O)CNC(=O)c2ccccc2)c2ccccc2N1	2.5%[46.1 µM]	-2.3%	4.1	16.2	6.8%	3.8%	-7.4	8.4%	-0.7	2.5%
O=c1nc(-c2ccccc2)n(-c2ccc(Cl)cc2)[nH]1	-4.2%[46.1 µM]	-1.0%	6.3	4.3	1.2%	-14.7%	4.0	-0.1%	-4.0	4.2%
O=C(CNC(=O)c1ccc(Br)cc1)N/N=C/c1ccc[nH]1	-5.9%[46.1 µM]	1.6%	-1.9	8.1	-6.7%	-6.2%	14.1	11.8%	-3.6	9.6%
CCCN1C(=O)c2ccccc2NC1c1ccc(Cl)c(Cl)c1 (stereo not drawn)	2.6%	3.6%	-2.7	-3.3	-1.2%	13.3%	-9.3	2.0%	16.5	-4.6%
CC(C)(C)c1cc(NC(=O)c2cccc(S(=O)(=O)N3CCOCC3)c2)no1	-3.4%[46.1 µM]	-1.0%	-7.8	13.6	5.0%	10.1%	3.9	-30.9%	80.3*	-6.9%
Cc1ccc(NC(=O)C2C3C=CC4(O3)C2C(=O)N(CCCN2CCCC2)C4C(=O)NC2CCCCC2)cc1Cl (stereo not drawn)	-0.2%	-6.4%	-7.1	1.2	7.1%	-4.1%	8.8	-1.4%	0.1	8.2%
Cc1cc(C)c(C(=O)/C=C/C=C/c2ccccc2)c(=O)[nH]1	-9.0%[46.1 µM]	26.9%	1.6	3.0	1.1%	5.6%	27.7	8.4%	2.1	2.8%
Cc1ccc(F)cc1NC(=O)CSc1ncccn1	-0.1%	3.8%	-0.8	-0.7	2.3%	2.4%	-1.3	4.6%	0.4	-10.5%
CC1Sc2n(c3ccccc3[n+]2C)N=C1c1ccccc1 (stereo not drawn)	-1.2%[46.1 µM]	5.7%	-4.9	-5.9	2.0%	3.5%	/	-2.5%	3.8	2.5%
O=C(CN1CC[C@@]2(O)CCCC[C@H]2[C@@H]1c1ccc(F)cc1)NCc1ccco1	-4.7%	-0.4%	5.2	-4.6	0.3%	3.8%	3.4	0.0%	6.6	3.5%
O=C(CSc1nnc(NC2CC2)s1)NN1C(=O)NC2(CCCCC2)C1=O	-1.4%	-3.1%	12.7	-0.7	2.3%	1.6%	5.9	19.9%	0.7	-7.8%
NC(=O)c1ccc[n+](Cc2cccc3ccccc23)c1	-8.5%[46.1 µM]	9.4%	4.2	-1.3	4.3%	1.2%	-0.8	12.1%	5.5	6.7%
O=c1[nH]c(=O)c2nc3c4ccccc4c4ccccc4c3nc2[nH]1	-4.1%	6.9%	-9.8	-1.8	6.8%	-0.7%	-10.9	?	-1.2	-2.6%
O=C(c1ccc(=O)[nH]c1)N1CCN(S(=O)(=O)c2ccc3ccccc3c2)CC1	2.8%	3.0%	-7.4	11.7	1.1%	8.3%	-7.5	13.0%	-1.8	1.7%
O=C(Cn1nc(-c2ccccc2)ccc1=O)NCC1CCCO1 (stereo not drawn)	-1.6%	0.2%	1.3	3.4	2.5%	0.0%	0.7	11.0%	2.5	-8.0%
CCN(CC)S(=O)(=O)c1ccc(N=Nc2c(C)[nH]n(C(N)=S)c2=O)cc1	-3.6%[46.1 µM]	5.9%	-3.7	-2.9	-5.7%	/	-11.0	?	2.6	1.9%
Cc1onc(C(=O)Nc2cccnc2Cl)c1[N+](=O)[O-]	6.0%	0.5%	15.3	-4.0	2.9%	2.7%	/	-15.5%	2.8	-8.3%
COc1cc(-c2noc(C)c2C#CC2(N)CCCCC2)cc(OC)c1OC	-4.3%	-15.0%	1.7	-7.4	-0.8%	16.6%	11.8	?	3.0	-12.0%
Cc1ccc(Cn2ccnc2SCC(=O)NC2CCCC2)cc1	-0.7%	-4.0%	-2.0	-7.4	-3.9%	-13.4%	/	?	3.8	-7.0%
CCOC(=O)c1ccc(-c2ccc(C=O)o2)cc1	1.6%	4.1%	-1.7	1.6	-1.4%	10.1%	1.5	?	-1.3	-16.4%
CN1CC2(C)CN(C(c3ccccc3)c3ccccc3)CC(C)(C1)C2O (stereo not drawn)	2.6%	-1.9%	-10.8	30.7	2.8%	2.8%	-43.9	-3.4%	0.6	14.0%
